Source: PubChem BioAssay (National Center for Advancing Translational Sciences (NCATS))
Apoferritin bind: candidate novel general anesthetic via apoferritin binding; P02791; apoferritin/1-aminoanthracene competitive binding, fluorescence; Potency, µM (titrated, usually from 77.5 µM), inactives show top-dose activity change, negative = displacement, hits mostly inhibitors; actives 0.074% (n = 350,000); AID 485281; also: potency is read from the fitted curve at half-maximal effect; % is scaled to controls: 0 for no effect and ±100 for the full control effect; nearly all actives have a fitted effect of over 20% in size
Target sequence (P02791 2-175 limits assumed): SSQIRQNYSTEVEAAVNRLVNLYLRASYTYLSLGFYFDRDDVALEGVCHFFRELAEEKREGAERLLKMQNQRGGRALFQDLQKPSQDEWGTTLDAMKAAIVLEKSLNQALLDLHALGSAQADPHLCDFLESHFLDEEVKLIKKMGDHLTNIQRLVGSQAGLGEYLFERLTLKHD
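Probe: 1-aminoanthracene (50% saturated, PBS). Protein: horse-spleen apoferritin, 10 uM. Incubation: 10 min, room temperature. Detection: 380 nm excitation, 535 nm emission. Analysis: normalized response, four-parameter Hill.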
POLI inh: DNA polymerase iota (human) inhibition; Pol iota fluorescent replication assay, 10 min; actives 1% (n = 390,000); Potency, µM (top dose mostly 115 µM), for inactives: top-dose activity, negative = inhibition, actives largely listed as inhibitors; Q9UNA4; also: potency is read from the fitted curve at half-maximal effect
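Pol iota at 10 nM preincubated 15 min with compounds at room temperature; reaction started with fluorescent substrate, 50 nM final. Fluorescence read kinetically at 0 and 10 min; buffer-only wells as negative control.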
PGK inhibitor: blocks T. brucei phosphoglycerate kinase; P07378; PGK/GAPDH coupled, Kinase-Glo luminescence, 60 min; Potency, µM (highest dose often 57.5 µM), inactives show at the top dose activity change, negative = inhibition, most hits filed as inhibitors; actives 0.043% (n = 380,000); AID 602233; also: potency is read from the fitted curve at half-maximal effect; % is scaled to controls: 0 for no effect and ±100 for the full control effect; nearly all actives have a fitted effect of over 60% in size
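Recombinant glycosomal PGK reaction used 1,3-bisphosphoglycerate generated in-well by GAPDH (100nM final) in 100mM TEA pH 7.6, 5mM MgCl2, 0.01% Tween-20. After 60 minutes at room temperature, ATP was read by Kinase-Glo Plus luminescence end-point.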
POLB inh: blocks human DNA polymerase beta activity; AID 485314; Potency, µM (doses to about 114 µM), inactives show at the top dose activity change, negative = inhibition, most hits filed as inhibitors; actives 1.3% (n = 340,000); Pol beta primer extension/strand displacement, fluorescence kinetic; P06746; also: potency is read from the fitted curve at half-maximal effect; % is scaled to controls: 0 for no effect and ±100 for the full control effect
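Values derive from four-parameter Hill fits of normalized kinetic data: reads at 0 and 10 min following addition of 50 nM substrate to 10 nM Pol beta preincubated 15 min with compound.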
POLK inh: DNA polymerase kappa (human) inhibition; Q9UBT6; purified Pol kappa, fluorescent DNA synthesis assay, 10 min; Potency, µM (top dose mostly 107 µM), without a hit: at the highest dose activity, negative = inhibition, most hits filed as inhibitors; actives 0.53% (n = 400,000); AID 588579; also: potency is read from the fitted curve at half-maximal effect; % is scaled to controls: 0 for no effect and ±100 for the full control effect
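Readout: fluorescence, taken kinetically at 0 and 10 min. Conditions: 10 nM Pol kappa, 15 min RT compound preincubation, 50 nM substrate final. Controls: enzyme-free buffer wells.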
APE1 inh: APE1 (human) endonuclease inhibition; Potency, µM (doses to about 65.8 µM), for the others: at the highest dose activity change, negative = inhibition, usual class: inhibitors; actives 0.35% (n = 350,000); recombinant APE1, TAMRA/BHQ-2 abasic DNA cleavage fluorescence; AID 2517; P27695;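 also: potency is read from the fitted curve at half-maximal effect; plate controls were vehicle for no effect and reference inhibitor for full effect; nearly all actives have a fitted effect of over 55% in size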
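Incision of a quenched TAMRA/BHQ-2 THF abasic-site duplex (50 nM) by 0.75 nM APE1, after 15 min compound preincubation, measured as fluorescence increase over three 60 s reads. Values normalized to buffer, DMSO and NSC13755 control wells.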
POLH inh: inhibitors of human DNA polymerase eta; Q9Y253; recombinant Pol eta, fluorescent DNA replication assay; Potency, µM (highest dose often 114 µM), without a hit: at the top dose activity change, negative = inhibition, most hits filed as inhibitors; actives 1.2% (n = 390,000); also: potency is read from the fitted curve at half-maximal effect; % is scaled to controls: 0 for no effect and ±100 for the full control effect
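Pol eta at 10 nM preincubated with compounds 15 min at room temperature; reaction started with fluorescent substrate (50 nM final) and read kinetically at 0 and 10 min.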
BLM helicase inh: Bloom syndrome helicase (human) inhibition; P54132; recombinant BLM DNA unwinding, fluorescence dequenching; Potency, µM (series often up to 56.1 µM), for inactives: top-dose activity change, negative = inhibition, usual class: inhibitors; actives 0.2% (n = 350,000); AID 2528;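 also: potency is read from the fitted curve at half-maximal effect; plate controls were vehicle for no effect and no enzyme for full effect; nearly all actives have a fitted effect of over 35% in size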
RXFP1 antag: RXFP1 (human) relaxin receptor antagonism; Q9HBX9; HEK293-RXFP1, relaxin-stimulated cAMP HTRF, 30 min; hits give low values; activity change, negative = inhibition, % at 57.5 µM; actives 0.59% (n = 350,000); AID 1259400;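 active = activity change of -60% or lower, but not beyond a set lower limit; inconclusive = change between -60% and -40%, or beyond the set limit; inactive = change above -40%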; also: % is scaled to controls: 0 for no effect and ±100 for the full control effect
Target sequence (Q9HBX9 whole entry, looked up): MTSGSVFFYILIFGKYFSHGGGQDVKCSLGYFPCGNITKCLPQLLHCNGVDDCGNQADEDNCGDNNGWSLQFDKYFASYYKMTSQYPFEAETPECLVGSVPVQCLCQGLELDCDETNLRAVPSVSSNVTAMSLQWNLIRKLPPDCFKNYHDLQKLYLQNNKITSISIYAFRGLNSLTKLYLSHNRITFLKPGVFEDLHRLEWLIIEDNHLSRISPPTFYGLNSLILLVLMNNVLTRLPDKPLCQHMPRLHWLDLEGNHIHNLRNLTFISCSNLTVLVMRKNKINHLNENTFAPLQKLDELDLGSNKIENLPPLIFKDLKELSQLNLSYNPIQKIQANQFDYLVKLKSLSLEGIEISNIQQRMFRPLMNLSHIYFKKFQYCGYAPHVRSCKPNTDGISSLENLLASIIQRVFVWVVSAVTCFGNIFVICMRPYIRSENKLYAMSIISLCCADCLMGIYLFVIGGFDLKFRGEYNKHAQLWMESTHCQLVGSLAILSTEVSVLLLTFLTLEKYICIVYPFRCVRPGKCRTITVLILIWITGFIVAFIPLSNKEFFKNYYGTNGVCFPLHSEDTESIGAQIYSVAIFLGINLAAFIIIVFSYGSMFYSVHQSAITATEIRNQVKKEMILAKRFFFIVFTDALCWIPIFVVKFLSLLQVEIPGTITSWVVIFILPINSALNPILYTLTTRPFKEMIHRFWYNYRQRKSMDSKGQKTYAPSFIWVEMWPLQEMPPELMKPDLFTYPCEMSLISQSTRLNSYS
An asterisk follows results filed as active; i = inactive; ? = inconclusive; . = no result given; & = joins results of further samples; [ ] = remark or other dose. Unless noted, calls follow the shape of the dose curve; as a rule, active = well fitted curve in the direction sought with a large enough effect; inconclusive = small, poorly fitted or top-dose-only effect, or another doubt; inactive = no such curve, though single readings can be large; an effect the other way counts as inactive or inconclusive. An excerpt, so the mix of outcomes need not match the whole.

SMILES	Apoferritin bind	POLI inh	PGK inhibitor	POLB inh	POLK inh	APE1 inh	POLH inh	BLM helicase inh	RXFP1 antag
O=C(CSc1ccc(Cl)cc1)N1CCCC1	-18%	17%	.	-1%	3%	14%	-13%	-7%	-1
CCN(C[C@H]1N[C@@](CC)(C(=O)OC)[C@H]2C(=O)N(C)C(=O)[C@@H]12)S(=O)(=O)c1ccccc1	.	?	-13%	.	15%	22%	-6%	.	.
CC(C)=NNc1nc2c(c(=O)n(C)c(=O)n2C)n1C	0%	?	-10%	3%	-15%	-21%	-15%	0%	5
CCc1noc(C)c1C(=O)OC(C)C(=O)Nc1cc([N+](=O)[O-])ccc1OC (stereo not drawn)	.	11%	-2%	.	-1%	3%	-5%	.	4
CC(=O)c1ccc(OCC(=O)c2ccc(-c3ccccc3)cc2)cc1	-18%	?	-4%	6%	-16%	1%	?	-8%	-1
COc1ccc2noc3c2c1C(=O)c1ccccc1-3	.	?	-19%	.	?	.	?	.	10
COC(=O)c1cc(OC)c(OC)c(OC)c1[N+](=O)[O-]	-12%	44%[activator]	-7%	5%	-7%	-3%	-18%	-4%	-8
O=C(O)COc1ccc(/C=N/NC(=O)c2ccc(-c3csc(Nc4ccc(Cl)cc4)n3)cc2)cc1	-5%	2.8µM*	?	?	7.9µM*	3.5µM*	2.5µM*	3.5µM*	-19
O=C(NNC(=O)C1CCN(c2ncccn2)CC1)c1ccc(F)cc1	6%	23%	-4%	7%	2%	7%	-18%	-1%	2
Cc1ccccc1C(=O)NCC(=O)NNC(=O)c1cccc(Cl)c1	.	22%	i	.	-5%	12%	-19%	.	0
COc1cc(OC)c(-c2noc(C(=O)OC(C)(C)C)c2C(=O)OC(C)(C)C)c(OC)c1	-21%	-18%	-10%	30%	-14%	3%	-17%	-14%	1
COc1ccc([N+](=O)[O-])cc1NC(=S)NC(=O)C(C)(C)C	-14%	85%[activator]	-11%	-1%	-6%	-1%	-9%	-3%	-23
COc1nc(-c2ccccc2)cc(-c2ccc3c(c2)OCO3)c1C#N	-12%	17%	-8%	10%	7%	-3%	-7%	-1%	-4
Cc1cccc(N2CCN(S(=O)(=O)c3cn(C)cn3)CC2)c1C	-10%	14%	7%	1%	-21%	49%	-4%	0%	4
CCOC(=O)c1c(NC(=O)COC(=O)Cn2c(C(F)(F)F)nc3ccccc32)sc(C)c1C	-15%	19%	-2%	1%	2%	-3%	?	-2%	-5
Cc1cc(F)ccc1S(=O)(=O)Nc1ccc2c(c1)CCCN2C(=O)c1cccs1	?	-6%	0%	85%	-10%[60.1 µM]	.	-20%	-5%	-8
CCOC(=O)c1c(C)nc2sc(C(N)=O)c(N)c2c1-c1ccccc1	-5%	-10%	-9%	-2%	-2%	-2%	-22%	-3%	13
COc1cccc(-n2c(SC3CCOC3=O)nc3ccccc3c2=O)c1 (stereo not drawn)	-5%	?	i	2%	-23%	0%	3%	3%	2
CC(=O)Nc1ccc(S(=O)(=O)NC(CC(=O)N(C)Cc2ccccc2)C(C)C)cc1 (stereo not drawn)	-4%	12%	4%	12%	-4%	0%	-11%	-2%	2
COc1ccc(C(CNC(=O)COc2ccc([N+](=O)[O-])cc2)N2CCCCC2)cc1 (stereo not drawn)	-3%	9%	i	4%	-1%	26%	-6%	2%	3

Some of the entries so far, bar-delimited.
smiles | Apoferritin bind | POLI inh | PGK inhibitor | POLB inh | POLK inh | APE1 inh | POLH inh | BLM helicase inh | RXFP1 antag
O=C(CSc1ccc(Cl)cc1)N1CCCC1 | -18% | 17% | . | -1% | 3% | 14% | -13% | -7% | -1
CCN(C[C@H]1N[C@@](CC)(C(=O)OC)[C@H]2C(=O)N(C)C(=O)[C@@H]12)S(=O)(=O)c1ccccc1 | . | ? | -13% | . | 15% | 22% | -6% | . | .

(continued)
SMILES	Apoferritin bind	POLI inh	PGK inhibitor	POLB inh	POLK inh	APE1 inh	POLH inh	BLM helicase inh	RXFP1 antag
CCOc1ccc(NCc2ccccc2OCc2cccc(F)c2)cc1	?	24%	2%	0%	-23%	5%	-13%	-12%	0
COC(=O)c1ccc(NC(=O)N(c2ccccc2)c2ccccc2)cc1	3%	40%[activator]	3%	31%	-1%	16%	-20%	-4%	-17
O=C(Nc1ccc(S(=O)(=O)Nc2nccs2)cc1)C(F)(F)F	.	45%[activator]	4%	.	4%	.	-23%	.	-10
O=C(NCc1cccc2ccccc12)c1cccs1	.	-15%	-3%	.	-5%	-7%	-13%	.	.
c1ccc(CSc2nnc(C3CCNCC3)o2)cc1	-3%	11%	-1%	-18%	-5%	.	-5%	1%	7
Cc1ccc(NC(=O)Cn2nnc3ccccc3c2=O)cc1C	-6%	76%[activator]	-1%	28%	-6%	6%	-5%	-1%	-15
CC(=O)N1CCCN(Cc2cn(-c3ccc(C)cc3)nc2-c2cccc(C)c2)CC1	-21%	19%	-10%	0%	2%	5%	-18%	-11%	-1
COc1ccsc1C(=O)Nc1ccc(F)cc1F	-4%	45%[activator]	-4%	25%	0%	-8%	-12%	0%	1
O=C1N[C@@H]2[C@H](CCCCC(=O)Oc3ccc([N+](=O)[O-])cc3)SC[C@H]2N1	-8%	.	.	.	9%[60.1 µM]	-2%	.	-3%	.
Cc1c(Cl)cccc1-c1ccc(C(=O)Nc2ccc(F)cc2)o1	-1%	-1%	3%	6%	-24%	.	-10%	-13%	.
S=c1[nH]nc(-c2ccco2)n1-c1ccccc1Cl	-16%	36%[activator]	i	?	6%	-10%	-4%	-6%	-26
CN1CCN(Cc2nc3c(c(=O)n(C)c(=O)n3C)n2Cc2cccc3ccccc23)CC1	1%	24%	-10%[11.5 µM]	-14%	-2%	13%	-13%	-7%	2
Cc1ccccc1N(CC(=O)NC1CCCCC1)C(=O)CNC(=O)c1cccs1	-17%	73%[activator]	-9%	-10%	0%	57%[activator]	-18%	0%	-10
O=C1CCCC/C1=C/NCc1ccccc1	-22%	79%[activator]	2%	12%	-5%	0%	-5%	-1%	-10
COC(=O)c1ccc(OC)c(CSc2nnc(COc3ccccc3)o2)c1	7%	-7%	-1%	-1%	1%	-10%	-13%	-8%	-20
CCOc1ncccc1C(=O)OCCN1C(=O)c2ccccc2C1=O	-20%	-10%	-2%	4%	2%	2%	-10%	-3%	-6
CC(C)(C)C1CCC(C(=O)OCC(=O)c2ccc[nH]2)CC1 (stereo not drawn)	?	13%	-2%	10%	-18%	10%	-25%	-12%	-16
Cc1ccc2c(c1)nc(-n1nc(C)cc1C)c1nnnn12	-4%	46%[activator]	-4%	33%	4%[60.1 µM]	1%	-15%	-10%	-11
Cc1ccc(CNC(=O)C(NS(=O)(=O)c2cccc3nsnc23)c2ccccc2)cc1 (stereo not drawn)	-9%	7%	i	13%	0%	-5%	-17%	-2%	-9
CCCNC(=O)C1CC(=O)N(c2ccc(OCc3ccc(F)cc3)cc2)C1 (stereo not drawn)	-10%	38%[activator]	-19%	-20%	-4%	10%	-24%	-4%	0
CCSc1nnc(NC(=O)[C@H](C)NC(=O)c2ccccc2Cl)s1	-7%	22%	-6%	0%	-7%	2%	-6%	-1%	-9
Cn1c(=O)c2c(nc(SCc3nn[nH]n3)n2Cc2ccccc2F)n(C)c1=O	2%	0%	0%	2%	-2%	18%	-7%	5%	2
CC(=O)Nc1ccc(N/C=C(\C#N)S(=O)(=O)c2ccc(Cl)cc2)cc1	5%	-6%	1%	-3%	2%	-1%	-5%	-7%	-1
COCCCNC(=O)C1CCN(C(=O)c2cc3sccc3n2Cc2ccc(Cl)cc2)CC1	-4%	-4%	1%	10%	-1%	.	-10%	-3%	-23
CCNC(=O)c1cc2c(=O)n3cccc(C)c3nc2n(CCc2ccccc2)c1=N	52%[activator]	-13%	-1%	2%	3%	-3%	11%	65%[activator]	6
CC(C)(C)c1ccc(C(=O)NN=C2CCCC2)cc1	-18%	89%[activator]	7%	11%	1%	18%	-6%	0%	-12
C[C@H](NC(=O)OCc1ccccc1)c1nnc([C@H](C)NC(=O)OCc2ccccc2)o1	-6%	49%[activator]	-8%	-22%	6%	2%	-20%	-1%	.
O=C(O)Cc1sc(Nc2cccc3ccccc23)nc1-c1ccccc1	.	-1%	-7%	.	-6%	17%	2%	.	1
Cc1cccc(/C(N)=N/OC(=O)c2cccs2)c1	-23%	8%	?	1%	-8%	1%	-12%	-4%	-5
COc1ccccc1NC(=O)CSc1oc(-c2ccco2)nc1S(=O)(=O)c1ccc(Br)cc1	-14%	-6%	0%	5%	-11%	.	-23%	-4%	-17
COC(=O)c1c(C)sc(-c2c(-c3ccc4c(c3)OCCO4)[nH]c3c2c(=O)[nH]c(=O)n3C)c1O	-9%	-8%	-13%	36%	-3%	.	?	-1%	0
O=C(NC(Cc1ccccc1)c1nc2ccccc2[nH]1)c1ccc(Cl)c([N+](=O)[O-])c1 (stereo not drawn)	-5%	95%[activator]	-9%	0%[57.1 µM]	-8%	-5%	-18%	-11%	-35
CCCn1c(SCC(=O)NCC(=O)Nc2ccc(F)c(F)c2F)nc2ccccc2c1=O	.	33%[activator]	-1%	.	-7%	9%	-7%	.	9
CCCn1cc(S(=O)(=O)c2ccc(OC)cc2)c(=O)c2cc(OC)ccc21	-14%	19%	-2%	32%	-13%	72%[activator]	2%	2%	-2
CCC(C)C(NC=C1C(=O)OC(C)(C)OC1=O)C(=O)O (stereo not drawn)	-11%	2%	-9%	0%	-11%	-2%	2%	-6%	1
CCC1CN(C(=O)N2CCC(C(=O)NCc3ccco3)CC2)c2cc(C)ccc2O1 (stereo not drawn)	-7%&1%	-1%&7%	-10%&5%	23%&14%	-16%&-5%	40%	-10%&-11%	1%&-11%	?
Cc1ccc(C)c(N2N=C(C(=O)OCc3nnc(-c4ccccc4)o3)CCC2=O)c1	.	15%	-3%	.	-5%	17%	-15%	.	-12
Cc1cc(C)c(OCCCCN(C)C)c(Br)c1	-8%	85%[activator]	-5%	2%	-4%	3%	-14%	-8%	-15
CCCCOc1ccc(OC(=O)c2cccnc2)cc1	?	31%[activator]	-3%	-6%	-14%	-6%	-7%	0%	-13
